# AGP1 TOR yeast: alters AGP1-GFP fluorescence in TOR pathway yeast screen; S. cerevisiae AGP1-GFP multiplex flow cytometry, 3 h; GFP as percent of DMSO wells; GFP response vs DMSO, % at 10 µM; actives 0.02% (n = 320,000);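 active = GFP response relative to DMSO above a set limit, near screen average plus 3 SD, cut at about 150% in these data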;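 also: median GFP channel fluorescence of the gated AGP1 strain per well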
# CR mimetic SO: caloric restriction mimetics inhibiting age-related superoxide in yeast; S. cerevisiae aged cells, superoxide DHE fluorescence; hits give low values; superoxide response (% of plate mean), % at 10 µM; actives 0.18% (n = 330,000);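 active = superoxide response under a set limit, about three screen SD below normal, cut at about 65% in these data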;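 also: yeast aged for seven days with compound at 30 °C before DHE staining; 100% = average MFI of all compound-treated wells on the plate with controls excluded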
# BCLXL inh: Bcl-xL (human) inhibition; Q07817; GST-Bcl-xL / FITC-Bim BH3 peptide fluorescence polarization; inhibition, % at 10.9 µM; actives 0.7% (n = 320,000);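 active = inhibition above the mean of all tested compounds plus 3 SD, cutoff set per campaign, cut at about 30% in these data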;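 also: 0% = DMSO wells and 100% = unlabeled Bim-BH3 peptide competitor; inhibitors lower millipolarization by displacing the labeled peptide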
# CIT2-GFP yeast: yeast TOR pathway CIT2-GFP modulation; actives 0.065% (n = 320,000); S. cerevisiae CIT2-GFP strain, flow cytometry, 3 h; 100 means same as DMSO wells; GFP response vs DMSO, % at 10 µM;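 active = GFP response relative to DMSO above a set limit, near the screen mean plus 3 SD, cut at about 150% in these data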;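 also: ratio of well median GFP fluorescence to mean of DMSO wells on the plate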
# GLD-1 RNA inh: GLD-1-TGE RNA interaction inhibition (C. elegans) | Q17339 | purified GLD-1 + fluorescein TGE RNA, fluorescence polarization | inhibition, % at 5.96 µM | actives 0.44% (n = 320,000);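 active = percent inhibition above a per-plate cutoff, the plate mean of test compounds plus 3 SD, cut at about 30% in these data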;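 also: 0% = DMSO wells with GLD-1 and probe and 100% = wells lacking GLD-1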
# Target sequence (Q17339 whole entry, looked up): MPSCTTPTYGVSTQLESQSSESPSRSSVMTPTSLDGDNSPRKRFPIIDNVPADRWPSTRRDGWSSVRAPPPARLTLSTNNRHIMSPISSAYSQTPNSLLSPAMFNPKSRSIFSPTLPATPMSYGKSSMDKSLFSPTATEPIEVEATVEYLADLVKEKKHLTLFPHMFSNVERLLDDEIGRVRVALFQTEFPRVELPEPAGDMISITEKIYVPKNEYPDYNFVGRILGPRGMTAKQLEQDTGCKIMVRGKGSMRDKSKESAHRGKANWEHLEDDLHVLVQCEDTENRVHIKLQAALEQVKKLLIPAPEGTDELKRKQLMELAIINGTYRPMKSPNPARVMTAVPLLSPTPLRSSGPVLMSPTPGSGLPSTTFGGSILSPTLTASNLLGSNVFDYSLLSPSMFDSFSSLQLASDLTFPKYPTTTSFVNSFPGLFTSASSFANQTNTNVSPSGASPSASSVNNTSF
# GRK2 aptamer HTS: blocks RNA aptamer binding to human GRK2; bead flow cytometry, FAM-aptamer displacement from GRK2; inhibition of aptamer binding, % at 10 µM; actives 0.59% (n = 330,000); AID 488847;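 active = inhibition of aptamer binding above 40%, roughly 3 SD of noise, on plates passing a quality check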;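 also: median bead fluorescence of bound FAM aptamer so fluorescent compounds give negative values; no value below 0 was filed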
# MCL1 BIM primary: inhibitors of human MCL1 binding to BIM-BH3 peptide. Q07820. GST-MCL1 / FITC-Bim-BH3 fluorescence polarization. inhibition, % at 10.9 µM. actives 0.68% (n = 320,000). AID 2057;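 active = inhibition above the mean inhibition of all tested compounds plus 3 SD, set per campaign, cut at about 40% in these data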;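 also: 0% = DMSO wells and 100% = unlabeled Bim-BH3 peptide control; higher means more loss of mP so more displacement of Bim peptide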
# VLA-4 inh: inhibition in a human VLA-4 binding assay; P13612; inhibition, % (about 7 µM as worked out from the volumes in the protocol); actives 0.2% (n = 330,000); VLA-4 expressing cells, ligand binding flow cytometry; AID 2557; in the data active = inhibition above about 50%
# MEX-5 binding: C. elegans MEX-5 TCR-2 RNA binding activity | Q9XUB2 | MEX-5/FITC-TCR2 RNA binding, fluorescence polarization; hits give low values | actives 0.38% (n = 300,000) | activity score (negative = inhibition of binding), % at 10 µM;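 active = inhibition past about -25% in most replicates, and total fluorescence under double the plate's negative control median, limit read from the data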;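 also: 0% = DMSO and -100% = 5 µM competing unlabeled TCR2 RNA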
# Target sequence (Q9XUB2 whole entry, looked up): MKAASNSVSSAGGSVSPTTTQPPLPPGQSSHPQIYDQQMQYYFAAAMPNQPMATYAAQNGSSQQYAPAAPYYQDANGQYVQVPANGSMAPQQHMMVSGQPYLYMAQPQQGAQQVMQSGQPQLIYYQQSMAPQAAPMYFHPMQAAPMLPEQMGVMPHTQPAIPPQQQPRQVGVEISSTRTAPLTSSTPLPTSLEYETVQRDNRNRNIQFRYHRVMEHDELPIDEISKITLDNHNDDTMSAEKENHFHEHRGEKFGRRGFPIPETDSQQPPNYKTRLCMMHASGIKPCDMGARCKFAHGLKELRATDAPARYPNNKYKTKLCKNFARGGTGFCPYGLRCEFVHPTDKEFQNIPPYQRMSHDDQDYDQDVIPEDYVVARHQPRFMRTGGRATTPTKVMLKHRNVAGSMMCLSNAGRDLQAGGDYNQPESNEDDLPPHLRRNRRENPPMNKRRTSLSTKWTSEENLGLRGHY
# Starred values were filed as active, the others as inactive; / = not tested or not shown; [ ] = dose if it differs, or a comment.
SMILES,AGP1 TOR yeast,CR mimetic SO,BCLXL inh,CIT2-GFP yeast,GLD-1 RNA inh,GRK2 aptamer HTS,MCL1 BIM primary,VLA-4 inh,MEX-5 binding
CCCOc1cccc(C(=O)NC(=S)Nc2ccc(N3CCN(C)CC3)cc2)c1,103,83,7,101,-1,0,6,2,-3.7
CCOc1ccc(CCNC(=O)COC(=O)CNC(=O)c2ccc(Br)o2)cc1OCC,95,100,-1,85,5,0,-3,21,1.1
O=C(Nc1cccc2ncccc12)c1ccc(-c2ccc(Cl)cc2Cl)o1,93,105,-2,85,4,1,-5,-2,1.5
Cc1ccccc1N(C(=O)Cc1cccs1)C(C(=O)NC1CCCCC1)c1cn(C)nc1C (centres undefined),98,104,4,105,9,0,6,17,-3.5
Clc1cccc(-c2ccc(-c3nc4ccccn4c3NCc3ccccc3)cc2)c1,83,127,/,79,10,4,/,12,/
COc1ccc(NC(=O)CSc2nc3ccccc3nc2N2CCOCC2)cc1,94,72,8,102,-7,0,8,10,-1.0
CC(C)n1c(N2CCN(C(=O)Nc3ccc(F)cc3F)CC2)nc2ccccc21,103,126,-8,101,-8,0,-11,-6,-2.8
CCOC(=O)c1cnc2ccc(C(=O)OC)cc2c1NCCN1CCOCC1,96,81,18,96,12,5,20,1,1.6
CNC(=O)c1c(NC(=O)CCS(=O)(=O)c2ccc(Cl)cc2)sc2c1CCN(C(=O)OC)C2,105,90,5,111,13,3,4,-27,-1.6
Cc1c(Br)cnn1C(C)C(=O)N1CCN(c2ccccc2F)CC1 (centres undefined),89,86,-1,90,3,1,5,2,/
O=C(N/N=C/c1ccoc1)c1ccccc1F,114,97,2,115,-3,6,12,-13,2.2
Cc1sc2nc(C(C)(C)C)oc(=O)c2c1C,102,115,4,106,117*,0,3,3,-3.5
COCCNC(=O)c1onc(CSc2ccc(C)c(C)c2)c1C(=O)O,81,94,11,118,2,6,9,-17,2.4
O=C(Nc1nnc(C2=COCCO2)o1)c1ccc(Cl)cc1,97,82,5,96,5,3,6,-2,-0.8
O=C(Nc1ccc(S(=O)(=O)Nc2cnc3ccccc3n2)cc1)c1ccc(F)cc1,98,116,5,105,5,0,-6,23,1.7
Cc1c(NC(=O)CN2CCC(C(N)=O)CC2)cccc1[N+](=O)[O-],85,110,-1,104,7,8,8,18,0.2
Cc1nn(-c2ccccc2)c(Cl)c1C(=O)NCCCCNC(=O)c1c(C)nn(-c2ccccc2)c1Cl,105,121,2,101,4,2,4,16,-0.8
COc1ccc(C(=O)Oc2ccc(=O)n(-c3ccccc3)n2)cc1,90,97,-2,104,3,11,1,18,1.3
CCCCCCNc1c([N+](=O)[O-])c(=O)sc2ccccc12,94,83,3,89,8,0,1,-5,0.9
CN1CCN(c2ccc(S(=O)(=O)N3CCCCC3)cc2NC(=O)/C=C/c2ccc(OC(F)F)cc2)CC1,101,90,-13,95,3,0,-8,0,-0.4

# Profiles, quoted from the list:
# O=C(N/N=C/c1ccoc1)c1ccccc1F reads AGP1 TOR yeast = 114; CR mimetic SO = 97; BCLXL inh = 2; CIT2-GFP yeast = 115; GLD-1 RNA inh = -3; GRK2 aptamer HTS = 6; MCL1 BIM primary = 12; VLA-4 inh = -13; MEX-5 binding = 2.2
# CCCCCCNc1c([N+](=O)[O-])c(=O)sc2ccccc12 reads AGP1 TOR yeast = 94; CR mimetic SO = 83; BCLXL inh = 3; CIT2-GFP yeast = 89; GLD-1 RNA inh = 8; GRK2 aptamer HTS = 0; MCL1 BIM primary = 1; VLA-4 inh = -5; MEX-5 binding = 0.9
# Cc1nn(-c2ccccc2)c(Cl)c1C(=O)NCCCCNC(=O)c1c(C)nn(-c2ccccc2)c1Cl reads AGP1 TOR yeast = 105; CR mimetic SO = 121; BCLXL inh = 2; CIT2-GFP yeast = 101; GLD-1 RNA inh = 4; GRK2 aptamer HTS = 2; MCL1 BIM primary = 4; VLA-4 inh = 16; MEX-5 binding = -0.8

# Carrying on.
SMILES,AGP1 TOR yeast,CR mimetic SO,BCLXL inh,CIT2-GFP yeast,GLD-1 RNA inh,GRK2 aptamer HTS,MCL1 BIM primary,VLA-4 inh,MEX-5 binding
COc1ccc(-c2nc(CSCC(=O)NCCCN3CCCC3=O)c(C)o2)cc1OC,99,88,5,102,4,0,3,12,0.1
CCOC(=O)c1cccc(N2C(=O)C3C4C=CC(CC4)C3C2=O)c1 (centres undefined),89,83,-3,99,7,2,-2,9,0.9
COCCCNC(=O)/C(C#N)=C/c1c(N2CCN(c3ccccc3)CC2)nc2c(C)cccn2c1=O,87,97,91*,86,23,0,99*,-4,-5.2
O=C(NCC1CCN(Cc2ccc(Cl)cc2)CC1)C1CCCN(c2ncnc3c2nc2n3CCCCC2)C1 (centres undefined),97,105,2,98,4,0,1,23,-0.3
N#CC(C#N)=c1ccc2c(c1)N1C3=C(CCCC3)CC3CCCCC31N=2 (centres undefined),104,83,7,107,2,0,4,-70,-1.9
CCCOc1ccc(-c2cc(C(=O)NCC3CCCO3)c3ccccc3n2)cc1 (centres undefined),97,103,0,102,3,3,3,43,0.3
COCCn1c(N)c(C(=O)NCC2CCCO2)c2nc3ccccc3nc21 (centres undefined),94,102,12,104,11,0,9,-25,-3.3
COc1cc(/C=N/S(=O)(=O)c2ccccc2)cc(OC)c1O,79[may fluoresce red],87,4,91[may fluoresce red],-2,0,2,6,3.5
CC(C)CC(=O)Nc1ccc2c(c1)nc(CCN1CCOCC1)n2C,105,90,2,107,0,1,8,43,1.0
Cc1ccc(CNC(=O)C2CCN(S(=O)(=O)c3c(C)noc3C)CC2)cc1,98,95,3,78,4,3,1,5,1.0
O=C(N/N=C/c1cc([N+](=O)[O-])ccc1N1CCNCC1)c1ccc([N+](=O)[O-])cc1,99,111,4,99,8,0,6,-1,-2.4
CCOC(=O)c1c(N/N=C/c2ccncc2)n[nH]c1C,106,106,4,103,5,0,8,1,-9.3
Cc1ccc(S(=O)(=O)N(C)C)cc1NC(=O)COC(=O)CCC1CCCCC1,107,106,-4,102,7,1,-6,2,1.2
Cc1ccc(-c2nnn(CC(=O)N(CCO)C(C(=O)NC(C)(C)C)c3ccncc3)n2)cc1 (centres undefined),100,109,0,101,5,0,5,0,2.0
CCCS(=O)(=O)c1nc(S(=O)(=O)c2ccc(C)cc2)c(N2CCC(C)CC2)s1,103,138,2,105,7,0,3,-5,-3.7
O=C(NC12CC3CC(CC(C3)C1)C2)c1ccc(-c2ccc(Br)cc2)o1,97,106,-1,88,-5,0,0,14,2.1
COc1ccc(N2C(=O)CC(c3ccc([N+](=O)[O-])cc3)C2=O)cc1 (centres undefined),99,101,3,106,-3,1,-1,-9,0.2
S=C(c1cn(CCOc2ccccc2)c2ccccc12)N1CCCC1,96,84,5,/,-6,0,9,32,2.1
N#CCSc1nnc2ccc3ccccc3n12,85,93,-5,84,-6,2,4,-10,-1.6
O=C(CCC1CCCN(C(=O)C2CCCC2)C1)NCc1ccc(F)c(F)c1 (centres undefined),105,98,1,/,-3,1,-2,9,1.7
COC(=O)c1ccc(C2NC(=S)N(c3ccccc3)C(C)=C2C(=O)Nc2ccccc2OC)cc1 (centres undefined),103,101,2,90,-2,1,0,29,2.0
CCNc1nc(NCC)n2c(SCC(=O)Nc3ccc(Br)cc3F)nnc2n1,106,104,4,92,2,5,6,1,1.3
O=S(=O)(NCCN1CCOCC1)c1ccc(Cl)s1,98,104,0,101,7,2,2,1,2.8
CC(=O)Nc1cccc(NC(=O)COc2nncc3ccccc23)c1,101,94,-3,108,7,3,-3,10,1.0
O=C(Cn1cccn1)N1CCCC(N2CCN(c3ccccc3F)CC2)C1 (centres undefined),98,93,3,99,6,35,6,11,-3.3
O=C(N/N=C/c1ccccc1[N+](=O)[O-])c1ccncc1,94,96,24,99,18,1,37,9,0.6
Cc1ccc(NC(=O)NC2CCCc3ccccc32)cc1 (centres undefined),106,108,1,103,0,0,-1,10,2.0
CCN(CC)CCNC(=O)c1cn(CC)c2cc(N3CCN(C)CC3)c(F)cc2c1=O,101,98,0,101,-5,0,0,16,1.3
OCCC1CN(Cc2cn[nH]c2C2CCCCC2)CCN1C1CCCCC1 (centres undefined),101,93,5,103,-1,2,3,-5,3.2
Cc1cc(-c2nn(-c3ccccc3F)cc2CNCCc2cnccn2)c(C)s1,103,95,4,108,-3,2,-2,-8,1.3
CN(C)S(=O)(=O)N1CCN(c2ccc([N+](=O)[O-])c(N3CCCCC3)c2)CC1,106,117,1,101,-8,0,1,-9,-1.3
CCC(C(=O)Nc1ccc(S(=O)(=O)Nc2ncccn2)cc1)c1ccccc1 (centres undefined),102,102,-1,102,-3,0,9,1,3.5
COc1cccc(NC(=O)N2CCCC2C(=O)NCc2ccccc2)c1 (centres undefined),104,98,3,103,3,0,0,14,1.1
Cc1c(C(=O)Nc2ccc3c(c2)OCO3)oc2ccccc12,70,96,-1,87,7,0,-5,-10,-1.7
Cn1nnc2cc(NC(=O)Nc3cccc(Cl)c3)ccc21,95,99,13,103,16,2,6,11,0.8
CN(C)C(=S)SCCn1c(N)nc(N(C)C)nc1=O,/,118,0,/,8,0,6,-1,-0.2
O=C1c2ccccc2NC(c2ccccc2O)N1O (centres undefined),91,104,4,95,-9,0,6,9,-2.1
COc1ccc(Cl)cc1C(=O)Nc1ccccc1N1CCN(C(=O)C(C)C)CC1,102,110,2,96,5,3,-5,17,1.0
CCc1ccccc1Nc1nc2ccccc2n1C(C)C,102,98,3,99,0,1,-3,4,1.1
c1ccc(-c2n[nH]c(-c3ccccn3)n2)cc1,94,106,-2,93,0,0,4,3,-0.9
COC/C=C/C1=CC2=CC(=O)C(C)(OC(=O)c3cnc4ccccc4n3)C(=O)C2=CN1CC(C)C (centres undefined),75,112,4,67,10,3,6,-9,-8.6
COc1ccc(CNC(=O)OCCN2CCN(S(=O)(=O)c3ccc(C)cc3)CCC2=O)cc1,89,109,5,94,-2,0,-5,31,-0.3
CC(=O)Oc1ccc2ccc(=O)oc2c1,99,123,6,91,2,80*,5,-21,0.2
O=S(=O)(c1ccc(F)c(F)c1F)N1CCN(c2ncnc3sccc23)CC1,107,113,/,107,-3,0,/,-14,/
CCOC(=O)C1=C(CN2CCCCCC2)NC(=O)NC1c1ccc2c(c1)OCO2 (centres undefined),90,113,3,92,0,2,1,17,3.9
O=C(O)C1=C[C@H](c2ccc(F)cc2)C[C@H](OCCCCO)O1,95,99,4,91,-1,3,-2,-15,2.4
O=C(N/N=C/C(Br)=C/c1ccccc1)c1cccs1,100,86,4,90,4,0,3,-6,-1.8
O=C1C(=O)N(CCc2c[nH]c3ccccc23)C(c2cccnc2)/C1=C(/O)c1ccccc1 (centres undefined),94,98,0,96,-2,0,7,2,1.8
Cc1nc(C)c(C(=O)NNS(=O)(=O)c2ccc([N+](=O)[O-])cc2)s1,107,104,8,105,0,0,8,-8,-2.7
CC(C)(C)c1ccc(C(=O)Nc2ccc(NC(=O)c3ccco3)cc2)cc1,103,84,1,97,0,0,1,3,1.4
O=C(NCc1ccc(Cl)cc1)c1ccc(CS(=O)Cc2cccc(Cl)c2)o1 (centres undefined),107,136,7,104,1,2,7,12,1.7
COCC1CCN(C(=O)C2CCN(c3nc(-c4ccccc4)nc4c3CCC4)CC2)C1 (centres undefined),98,98,-3,93,-1,1,-5,9,-0.7

# Bioassay records (PubChem BioAssay)
